GLP-1R inv ag = acts as inverse agonist at human GLP-1 receptor; HEK293 GLP-1R CRE-luciferase, luminescence, 24 h; GLP-1R form is constitutively active; Potency, µM (highest dose often 38.3 µM), without a hit: at the highest dose activity change, negative = inhibition, actives largely listed as inhibitors; P43220; AID 624417; 410,000 compounds, 1.6% hits; also: potency is read from the fitted curve at half-maximal effect; % is scaled to controls: 0 for no effect and ±100 for the full control effect; nearly all actives have a fitted effect of over 55% in size
Target sequence (P43220 whole entry, looked up): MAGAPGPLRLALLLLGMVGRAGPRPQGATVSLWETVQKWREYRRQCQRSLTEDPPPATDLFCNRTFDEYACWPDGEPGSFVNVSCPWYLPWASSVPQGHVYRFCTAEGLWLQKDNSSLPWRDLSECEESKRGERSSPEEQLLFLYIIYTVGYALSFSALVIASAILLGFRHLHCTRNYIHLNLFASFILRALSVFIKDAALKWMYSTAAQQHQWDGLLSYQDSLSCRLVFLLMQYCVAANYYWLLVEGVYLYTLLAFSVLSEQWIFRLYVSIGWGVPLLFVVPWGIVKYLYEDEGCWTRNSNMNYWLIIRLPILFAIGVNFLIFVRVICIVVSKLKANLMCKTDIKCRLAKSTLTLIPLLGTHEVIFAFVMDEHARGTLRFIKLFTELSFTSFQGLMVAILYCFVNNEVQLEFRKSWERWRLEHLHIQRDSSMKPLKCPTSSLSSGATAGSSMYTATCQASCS
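qHTS in 1536-well format: reporter HEK293 cells expressing constitutive GLP-1R activity in DMEM + 10% Nu serum, 24 hr with compounds at 37 deg C, luminescence read after 12 min with detection reagent.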
TDP-43 yeast inh = TDP-43 toxicity inhibition in yeast; Potency, µM (top dose mostly 46.1 µM), without a hit: at the top dose growth rescue (activation), usual class: activators; AID 652104; TDP-43 expressing yeast growth rescue, BacTiter-Glo, 24 h; 410,000 compounds, 1.8% hits; also: potency is read from the fitted curve at half-maximal effect; % of control where 0% means no effect; nearly all actives have a fitted effect of over 50% in size
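Growth rescue of TDP-43-toxic yeast measured as ATP luminescence (BacTiter-Glo). Cells grown to mid-log in raffinose, induced in galactose at OD600=0.02, exposed to compound 24 hr at 30 deg C.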
GLP-1R agonist = activates the human GLP-1 receptor | P43220 | HEK293 GLP-1R CRE-luciferase, luminescence, 4-6 h; cells express a hypersensitive GLP-1R form | Potency, µM (series often up to 45.6 µM), inactives show at the top dose activation, hits mostly activators | 380,000 compounds, 0.007% hits; also: potency is read from the fitted curve at half-maximal effect; % of control where 0% means no effect
aSyn rescue = alpha-synuclein toxicity inhibition in yeast; 370,000 compounds, 0.14% hits; Yeast expressing alpha-synuclein, growth rescue, BacTiter-Glo, 24 h; AID 652106; Potency, µM (titrated, usually from 46.1 µM), for the others: top-dose growth rescue (activation), hits mostly activators; also: potency is read from the fitted curve at half-maximal effect; % of control where 0% means no effect; nearly all actives have a fitted effect of over 65% in size
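Galactose-induced alpha-syn yeast (OD600=0.02, raffinose-pregrown) + pinned cpd, 24 hr, 30 deg C; growth by BacTiter-Glo luminescence. Growth restoration scores as activation.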
GLP1R cytotox = cytotoxic in the GLP-1 receptor inverse agonist counter-screen. 410,000 compounds, 0.13% hits. AID 624418. HEK293 cAMP-luciferase reporter cells, luminescence, 24 h. Potency, µM (series often up to 38.3 µM), for the others: at the top dose activity change, negative = inhibition, hits mostly inhibitors;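 also: loss of luciferase light is scored as toxicity; potency is read from the fitted curve at half-maximal effect; % is scaled to controls: 0 for no effect and ±100 for the full control effect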
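Seeding density was 200 cells/uL; after overnight-length (12 h) culture, 23 nL compounds went on for 24 h at 37 °C. Readout used a luciferase detection reagent, luminescence taken after 12 min at room temperature.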
D3 antag = blocks the human D3 dopamine receptor. max response, negative = inhibition, %. P35462. D3R cells, DiscoveRx beta-arrestin luminescence, antagonist mode; active compounds read low. 360,000 compounds, 2.5% hits; in the data active = max response below about -50%; inconclusive = no clear call, values can overlap the other calls; also: % is scaled to controls: 0 for no effect and ±100 for the full control effect; mostly tested at two doses, the higher about 12 µM
Target sequence (P35462 whole entry, looked up): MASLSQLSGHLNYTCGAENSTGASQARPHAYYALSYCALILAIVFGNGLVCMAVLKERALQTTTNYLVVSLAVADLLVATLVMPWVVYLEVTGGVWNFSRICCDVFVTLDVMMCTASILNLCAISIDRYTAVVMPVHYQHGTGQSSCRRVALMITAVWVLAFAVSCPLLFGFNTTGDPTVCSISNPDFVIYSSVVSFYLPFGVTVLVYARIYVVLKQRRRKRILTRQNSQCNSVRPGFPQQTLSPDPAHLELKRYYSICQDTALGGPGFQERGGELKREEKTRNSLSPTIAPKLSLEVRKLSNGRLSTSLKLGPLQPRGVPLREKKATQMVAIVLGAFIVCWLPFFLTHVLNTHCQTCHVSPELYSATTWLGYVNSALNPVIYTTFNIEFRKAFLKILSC
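Cells expressing the human receptor were seeded at 1500 cells/well, incubated overnight at 37 degrees C in 5% CO2, then exposed to library compounds with dopamine controls for 90 minutes at 37 degrees C before luminescent detection.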
DRD3 agonist = activates the human D3 dopamine receptor; D3R DiscoveRx beta-arrestin cells, luminescence, 90 min; max activation, %; P35462; 410,000 compounds, 0.58% hits; in the data active = max activation above about 30%; also: 0% is about no effect; mostly tested at two doses, the higher about 12 µM
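Agonist-mode cell screen: cells plated at 1500/well and incubated overnight at 37 °C, then exposed to library compounds for 90 min at 37 °C. Detection reagent was added for 30–60 min at room temperature, and luminescence was read.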
PTHR1 ag = PTHR1 (human) receptor agonism | Q03431 | HEK293 GP2 PTHR1 cells, GloSensor cAMP luminescence, 1 h | Potency, µM (doses to about 115 µM), for inactives: top-dose activation, hits mostly activators | 410,000 compounds, 0.075% hits | AID 743266; also: potency is read from the fitted curve at half-maximal effect; nearly all actives have a fitted effect of over 55% in size; some results filed as inactive show a strong effect at the top dose; inactives centre near -15; many of its hits are not listed in these tables
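HEK-293-derived GP2 cells expressing PTHR1 and a GloSensor cAMP reporter, 3,000/well, plated overnight, given luciferin plus IBMX (each 0.5 mM as added) for 1 h at 37 °C, then compound for 1 h at 37 °C. Luminescence was read after 15 min at room temperature.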
KB-V1 MDR tox = kills drug-selected multidrug resistant KB-V1 cells | KB-V1 MDR cells viability, CellTiter-Glo, 72 h | Potency, µM (doses to about 46.1 µM), without a hit: top-dose activity change, negative = cytotoxicity, usual class: cytotoxic | 400,000 compounds, 3.4% hits | AID 1347076; also: potency is read from the fitted curve at half-maximal effect; % is scaled to controls: 0 for no effect and ±100 for the full control effect; nearly all actives have a fitted effect of over 60% in size
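KB-V1, DMEM (no phenol red) + 10% FBS; cpd pin-transferred, titration series; 72 h, 37 degrees C; CellTiter-Glo, luminescence. Data normalized, curve-fit.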
* hit, by the source's call; i = inactive; ? = inconclusive; . = not tested or not shown; [ ] = dose if it differs, or a comment. Unless noted, calls follow the shape of the dose curve; as a rule, active = well fitted curve in the direction sought with a large enough effect; inconclusive = small, poorly fitted or top-dose-only effect, or another doubt; inactive = no such curve, though single readings can be large; an effect the other way counts as inactive or inconclusive. Only part of the results is shown; count on the stated rates, not on these rows.

SMILES | GLP-1R inv ag | TDP-43 yeast inh | GLP-1R agonist | aSyn rescue | GLP1R cytotox | D3 antag | DRD3 agonist | PTHR1 ag | KB-V1 MDR tox
C=CCOc1ccc(/C=C/C(=O)OCC(=O)NC2CCCCCC2)cc1 | 13.7% | -4.3% | 7.2% | -7.3% | 11.1% | -18.8 | -1.3 | 1.8% | 0.0%
C[C@H]1C=C(C(=O)NCc2nc3ccccc3[nH]2)O[C@@H](OCc2ccc(CO)cc2)C1 | 2.9% | 4.8% | 18.4% | 1.2% | -8.2% | -16.8 | 0.5 | 1.6% | -23.6%
c1cncc(-c2cn(C[C@H]3CC[C@@H]([C@@H]4CC[C@H](Cn5cc(-c6cccnc6)nn5)O4)O3)nn2)c1 | 5.4% | 6.0% | 5.9% | -6.3% | 8.4% | -14.5 | -2.0 | i | 3.9%
CC(=O)c1ccc(NC(=S)NCc2ccco2)cc1 | 0.5% | 16.6% | 7.6% | 0.1% | 7.6% | 2.2 | 1.4 | -5.0% | 0.0%
Cc1nc2cc(NC(=O)NC(C)(C)C)ccc2n1C | 6.7% | 8.8% | -7.0% | 0.4% | -1.3% | 25.4 | 2.6 | i | ?
CN1CCN(C2Cc3cc(Cl)ccc3Sc3cc(F)ccc32)CC1 (stereo not given) | 5.01µM* | -19.2% | 6.5% | -9.2% | ? | -93.5* | -54.2 | i | 18.4µM*
CC(C)=CCN1CCN(Cc2cnc(C)s2)CC1CCO (stereo not given) | -11.8% | -13.6% | 3.7% | -5.2% | -1.6% | -25.3 | -15.7 | 18.4% | 10.7%
N#C/C(=C\c1c(Oc2ccccc2F)nc2ccccn2c1=O)C(=O)NC1CCS(=O)(=O)C1 (stereo not given) | -3.9% | -7.2% | 9.5% | -8.3% | 232.3%[activator] | 1.0 | 7.7 | -4.0% | -3.6%
COc1ccc(NC(=O)CSc2nc(-c3ccccc3)cc(-c3cc(OC)c(OC)c(OC)c3)c2C#N)c(OC)c1 | -2.1% | 9.5% | . | . | -0.5% | . | 0.2 | -18.9% | 8.7%
CCOc1ccc(NC(=S)N2CCc3cc(OC)c(OC)cc3C2COc2ccc3c(C)cc(=O)oc3c2)cc1 (stereo not given) | 5.9% | ? | 2.1% | -8.4% | -17.0% | -13.8 | 4.2 | i | 5.4%
O=C(COC(=O)c1ccc(Cl)nc1)Nc1cccc(S(=O)(=O)N2CCCCC2)c1 | -2.8% | 2.5% | 11.0% | -14.5% | -5.8% | 13.5 | -1.9 | -48.1%[inhibitor] | -19.0%
O=C(NC1CC(=O)N(c2ccccc2)C1)C1CCCC1 (stereo not given) | 4.9% | 6.9% | . | . | 6.3% | . | -5.1 | -4.7% | .
Oc1c(Br)cc(Br)cc1/C=N/N1CCN(Cc2ccccc2)CC1 | 9.8% | 9.9% | -5.6% | 4.3% | 16.5% | -80.4* | -27.8 | -3.9% | ?
CN1CCN(C/C(=C2/N=C(c3ccccc3)OC2=O)N(C)C)CC1 | -18.9% | -16.9% | -11.2% | 1.9% | -31.7% | -15.2 | 1.7 | i | -2.1%
Fc1ccccc1-n1c(-c2ccc3ccccc3n2)n[nH]c1=S | 28.6% | -28.0% | -3.8% | -11.5% | ? | -15.9 | -6.9 | -11.2% | -11.3%
CN(C)c1ccc(CNC(=O)Cn2ccc3cc(S(=O)(=O)N4CCCCCC4)ccc32)cc1 | -6.5% | 0.7% | . | . | 11.2% | . | -2.6 | -44.4% | -8.7%
OC(COc1ccccc1)CSc1ncn[nH]1 (stereo not given) | 7.9% | -13.1% | -12.7% | -12.9% | -5.7% | 10.2 | 0.1 | i | 25.2%
CC(=O)Nc1ccc(S(=O)(=O)c2ccc(C)cc2)cc1 | -6.7% | 3.9%[9.22 µM] | 1.5% | 4.6% | -0.2% | -9.3 | -1.9 | i | -5.6%
CC(OC(=O)c1ccc(Cl)cc1)C(=O)NCC1CCCCC1 (stereo not given) | ? | 27.7% | 2.0% | -6.4% | -4.9% | -14.3 | -1.3 | -33.4%[inhibitor] | 11.1%
Cc1ccc(NC(=O)c2cnn(-c3ccc(C)c(C)c3)c2C2CCN(C(=O)OC(C)(C)C)CC2)c(C)c1 | 9.4% | 7.9% | . | . | -16.0% | . | 1.0 | 13.5% | ?
CC1CCC(C(C)C)C(OCC[N+](C)(C)C)C1 (stereo not given) | -5.2% | 0.0% | -1.1% | 5.0% | 7.8% | 23.4 | -3.3 | -20.9% | ?
C=CCn1c(SCC(=O)c2cc(C)n(C(C)COC)c2C)nc2sc(C)c(C)c2c1=O (stereo not given) | ? | 13.5% | 0.4% | 3.7% | -15.9% | 20.4 | 59.6* | ? | 8.2µM*
COc1ccc(N(C)C(=O)CCC(=O)Nc2ccc3nc(N4CCOCC4)cc(C)c3c2)c(OC)c1 | 64.6%[activator] | -15.7% | 12.4% | 2.0% | 2.0% | -6.3 | 35.0* | -17.4%[57.5 µM] | 16.4µM*
CCCN1CCc2c(sc3nc(SCC)n(-c4ccc(OC)cc4)c(=O)c23)C1 | ? | -16.9% | 16.0% | -1.8% | 11.2% | -13.1 | -3.2 | i | 13.1%
Cc1c(NC(=O)C(C)N(c2ccccc2)S(C)(=O)=O)c(=O)n(-c2ccccc2)n1C (stereo not given) | -0.4% | -6.1% | -1.8% | -1.6% | -0.4% | 10.8 | 4.4 | i | -0.3%
CC1=C(C#N)C(C)(C)C(C#N)=C(C)N1 | 9.1% | 22.5% | -2.1% | -13.5% | 5.0% | -22.6 | -3.5 | i | 19.5%
O=S(Cc1ccc(Cl)cc1)c1ccccc1 (stereo not given) | -12.0% | 4.3% | 9.7% | -0.4% | -16.6% | 5.6 | 66.2* | -21.2% | -5.9%
CC(C)N(Cc1ccccc1)C(=O)C1CCCN(c2ncnc3onc(-c4ccc(F)cc4)c23)C1 (stereo not given) | ? | 0.1% | . | . | 0.8% | . | 8.3 | i | ?
CC(C)C(c1nnnn1C1CCCC1)N1CCCc2ccccc21 (stereo not given) | 0.0% | 15.8µM* | -5.2% | 2.7% | 4.6% | 9.7 | -2.6 | -9.7%[57.5 µM] | -4.6%
Cc1ccc(NC(=O)CSc2nc3ccccc3c(=O)n2CCCN2CCCCC2)cc1C | ? | 0.4% | 5.6% | 5.4% | ? | 0.0 | -5.6 | i | ?
Cc1csc2c(C#N)c(=O)c3c(n12)CCC3 | 92.4%[activator] | 24.7% | 14.1% | 1.8% | -19.4% | 2.6 | 2.6 | -10.7% | 2.3%
COc1ccc2oc(C(=O)OCC(=O)NCc3ccccc3OC)c(C)c2c1 | -10.1% | 0.2% | 19.2% | 3.3% | -11.2% | 0.0 | -0.8 | -11.6% | -18.3%
COc1cccc(NC(=O)c2c(C)oc3nc(C)nc(N4CCCC4)c23)c1 | 3.4% | 12.6% | . | . | -2.7% | . | 0.7 | -23.6% | .
Cc1noc(C)c1S(=O)(=O)NCCc1csc2nc(-c3ccc(F)cc3)nn12 | -5.0% | 26.0% | . | . | -3.5% | . | -2.1 | -11.5% | .
CSc1ncc(Cl)c(C(=O)NCc2ccc(C)cc2)n1 | 18.0% | ? | . | . | -13.3% | . | 6.1 | i | -5.9%
CCc1cccc(C)c1NC(=S)N1CCCC1C(=O)O (stereo not given) | 1.1% | 1.1% | -1.2% | 1.6% | 1.1% | -8.9 | -14.0 | i | 2.6%
O=C(NC1CCCCC1)C1CCN(c2nnnn2-c2ccccc2)CC1 | 4.6% | 0.0% | -4.4% | 2.0% | -36.4% | -11.8 | 1.0 | i | ?
O=C(CCC(=O)N1CCSc2ccccc21)NCc1cccc(Cl)c1 | ? | 11.5% | 9.9% | -4.5% | -12.1% | 4.6 | -5.0 | i | -17.9%
CC1=NOC(=O)/C1=C/c1ccc2c(c1)OCO2 | 5.1% | ? | 11.3% | 12.9% | 1.8% | -0.3 | -0.6 | -33.9%[inhibitor] | -9.0%
Cc1oc(-c2ccc(Cl)cc2)nc1CS(=O)CC(=O)NCCCN1CCN(Cc2ccccc2)CC1 (stereo not given) | ? | -13.3% | -0.5% | 3.2% | -28.5% | ? | -10.3 | -23.3% | 16.4%
NS(=O)(=O)c1ccc(CCNC(=O)c2ccncc2)cc1 | 10.0% | -7.8% | 6.4% | -10.3% | 0.1% | -0.5 | 0.6 | ? | 8.8%
Cc1ccc2c(c1)N(Cc1cccc(Cl)c1)C(=O)c1cccnc1O2 | ? | -18.7% | 7.4% | 14.8% | 6.8% | 19.2 | -0.3 | i | -6.3%
O=C(NC(=S)Nc1cccc2cccnc12)c1ccccc1 | 3.6% | 14.7% | -1.1% | 0.1% | -6.1% | 24.5 | -2.7 | -11.5%[57.5 µM] | 0.0%
CC1(C(=O)NNC(=O)c2ccc([N+](=O)[O-])cc2)CC1(Br)Br (stereo not given) | ? | -6.4% | -3.3% | -2.5% | -19.0% | -7.3 | 1.1 | -17.7% | 6.5%

Grouped by structure, the entries above containing a furan ring, fused or not.
SMILES | GLP-1R inv ag | TDP-43 yeast inh | GLP-1R agonist | aSyn rescue | GLP1R cytotox | D3 antag | DRD3 agonist | PTHR1 ag | KB-V1 MDR tox
CC(=O)c1ccc(NC(=S)NCc2ccco2)cc1 | 0.5% | 16.6% | 7.6% | 0.1% | 7.6% | 2.2 | 1.4 | -5.0% | 0.0%
COc1ccc2oc(C(=O)OCC(=O)NCc3ccccc3OC)c(C)c2c1 | -10.1% | 0.2% | 19.2% | 3.3% | -11.2% | 0.0 | -0.8 | -11.6% | -18.3%
COc1cccc(NC(=O)c2c(C)oc3nc(C)nc(N4CCCC4)c23)c1 | 3.4% | 12.6% | . | . | -2.7% | . | 0.7 | -23.6% | .

Source: PubChem (National Center for Advancing Translational Sciences (NCATS))
